IDE cell inh = human IDE inhibitors in live cells, primary screen, fluorescence polarization, HEK cells, FAbetaB substrate; inhibition, % at 5.59 µM; hit rate 0.41% among 320,000; FAbetaB cleavage; AID 434962, 2010;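 active means percent inhibition above the average of all tested compounds plus 3 SD, set per screening campaign, cut at about 16% in these data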;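 further: IDE supplied by intact live HEK cells; FP after avidin binding of uncleaved biotin substrate so inhibition keeps polarization high; 0% = DMSO wells and 100% = 60 µM reference IDE inhibitor Ii1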
Target sequence (P14735 whole entry, looked up): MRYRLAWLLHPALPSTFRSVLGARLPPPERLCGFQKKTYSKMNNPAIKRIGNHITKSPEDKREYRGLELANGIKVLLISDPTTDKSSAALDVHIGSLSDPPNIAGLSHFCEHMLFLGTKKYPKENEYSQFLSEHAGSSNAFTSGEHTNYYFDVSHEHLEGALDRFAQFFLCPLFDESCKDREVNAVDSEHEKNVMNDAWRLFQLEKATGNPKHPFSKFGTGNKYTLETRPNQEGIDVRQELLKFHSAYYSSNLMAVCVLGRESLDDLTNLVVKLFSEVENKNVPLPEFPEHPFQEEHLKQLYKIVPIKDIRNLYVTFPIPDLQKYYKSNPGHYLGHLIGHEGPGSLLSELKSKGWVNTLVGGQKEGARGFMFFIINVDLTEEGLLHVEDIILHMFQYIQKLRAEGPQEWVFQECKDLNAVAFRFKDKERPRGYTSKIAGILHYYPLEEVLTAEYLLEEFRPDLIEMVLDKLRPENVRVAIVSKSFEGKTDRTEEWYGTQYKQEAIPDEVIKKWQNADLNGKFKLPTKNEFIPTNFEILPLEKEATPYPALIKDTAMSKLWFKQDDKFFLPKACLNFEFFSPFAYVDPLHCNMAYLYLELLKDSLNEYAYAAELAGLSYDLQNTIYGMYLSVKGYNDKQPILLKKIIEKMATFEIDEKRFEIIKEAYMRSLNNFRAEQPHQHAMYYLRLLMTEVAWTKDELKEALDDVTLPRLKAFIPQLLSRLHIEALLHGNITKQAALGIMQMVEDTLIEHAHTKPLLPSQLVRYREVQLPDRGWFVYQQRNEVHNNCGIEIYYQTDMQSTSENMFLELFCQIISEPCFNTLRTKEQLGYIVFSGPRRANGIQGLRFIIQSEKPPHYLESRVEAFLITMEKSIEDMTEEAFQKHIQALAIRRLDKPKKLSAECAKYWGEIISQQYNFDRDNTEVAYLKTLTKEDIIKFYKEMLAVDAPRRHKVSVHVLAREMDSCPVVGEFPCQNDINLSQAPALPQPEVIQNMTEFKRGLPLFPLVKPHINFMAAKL
CRFR2-BP ag = agonists of CRF-BP/CRF-R2 complex, primary screen, cell-based, HEK293, calcium dye fluorescence, uHTS. CRF-binding protein / CRF receptor 2 complex (human). calcium dye fluorescence (FLIPR); percent of saturating CRF peptide response. activation, % at 13.2 µM. hit rate 0.46% among 350,000;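 active means activation of at least 50%, plus an integration ratio under a set limit after plate pattern correction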;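 further: plate controls were neutral control wells without compound for no effect and CRF at EC100 for full effect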
M5 ag = human M5 muscarinic receptor agonists, primary screen, CHO-K1 cells, Fluo-8 calcium fluorescence | Muscarinic acetylcholine receptor M5 (Homo sapiens), P08912 | CHO-K1 hM5 cells; 0% DMSO wells, 100% maximal acetylcholine response | activation, % at 3 µM | hit rate 0.19% among 360,000 | AID 624037, 2012;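 active means activation above the run's mean over test compounds plus 3 SD, cut at about 23% in these data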;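 further: signal is peak over basal fluorescence ratio across the kinetic read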
CHRM4 agonist = human M4 muscarinic receptor agonists, primary screen, CHO-K1 cells, Fluo-8 calcium fluorescence | Muscarinic acetylcholine receptor M4 (Homo sapiens), P08173 | hit rate 0.14% among 360,000 | activation, % at 3 µM | CHO-K1 hM4/Gqi5; vehicle 0%, full acetylcholine response 100%;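 active means activation above the run mean over all test wells plus 3 SD, cut at about 32% in these data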;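 further: peak over basal fluorescence ratio per well then scaled between controls; 0% = DMSO wells and 100% = acetylcholine at EC100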
M4 PAM = human M4 muscarinic receptor positive allosteric modulators, primary screen, CHO-K1 cells, Fluo-8 calcium fluorescence; Muscarinic acetylcholine receptor M4 (Homo sapiens), P08173; CHO-K1 hM4/Gqi5, ACh EC20; 0% = ACh EC20, 100% = maximal ACh; activation, % at 3 µM; hit rate 0.4% among 360,000; AID 624126, 2012;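 active means activation above its plate's cutoff, the mean activation of sample wells plus 3 SD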; further: some results filed as inactive read as strong as hits
CHRM5 PAM = human M5 muscarinic receptor positive allosteric modulators, primary screen, CHO-K1 cells, Fluo-8 calcium fluorescence | CHO-K1 hM5, ACh EC20 PAM; 0% = ACh EC20, 100% = ACh EC100 | activation, % at 3 µM | hit rate 0.3% among 360,000;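 active means activation above the run cutoff, the mean activation of all test compounds plus 3 SD, cut at about 18% in these data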
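Assay system: CHO-K1 hM5 cells. Also added: acetylcholine at EC20 concentration, added after compound. Dosing: 3 µM, single dose. Times: compound preincubation 140 s before EC20 acetylcholine addition. Signal: Fluo-8 calcium fluorescence. Measure: % activation relative to EC20 and EC100 ACh responses. Repeats: singlicate, one well per test compound.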
CHRM4 antagonist = human M4 muscarinic receptor antagonists, primary screen, CHO cells, Fluo-8 calcium fluorescence. Muscarinic acetylcholine receptor M4 (Homo sapiens), P08173. CHO-hM4 cells, ACh EC80. inhibition, % at 3 µM. hit rate 0.73% among 360,000. AID 624125, 2012;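 active means inhibition above its plate's cutoff, the mean inhibition of sample wells plus 3 SD, cut at about 27% in these data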;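 further: 0% = acetylcholine EC80 with DMSO and 100% = DMSO without agonist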
M5 antag = human M5 muscarinic receptor antagonists, primary screen, CHO cells, Fluo-8 calcium fluorescence; inhibition, % at 3 µM; CHO-hM5 cells, ACh EC80; hit rate 0.59% among 360,000; Muscarinic acetylcholine receptor M5 (Homo sapiens), P08912; AID 624040, 2012;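 active means inhibition above a per-plate cutoff, the mean of that plate's test compounds plus 3 SD, cut at about 27% in these data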;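 further: 0% = acetylcholine EC80 with DMSO and 100% = DMSO without agonist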
CRFR2-BP antag = antagonists of CRF-BP/CRF-R2 complex, primary screen, cell-based, HEK293, calcium dye fluorescence, uHTS. CRF-induced calcium fluorescence. hit rate 0.59% among 350,000. inhibition, % at 11.8 µM;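 active means inhibition of the ligand-induced calcium signal above about 50% at the single tested concentration, limit read from the data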
The depositor's hits bear a star.

Results for CC1=NN(C(=O)c2ccc(Cn3cc(Br)c([N+](=O)[O-])n3)o2)C(O)(C(F)(F)F)C1 (configuration not stated) ?
IDE cell inh: 2; CRFR2-BP ag: -2.5; M5 ag: -3; CHRM4 agonist: 3; M4 PAM: -7; CHRM5 PAM: -6; CHRM4 antagonist: 4; M5 antag: 8; CRFR2-BP antag: 17

Results for O=C(O)c1cc(C2CC2)nc2ccccc12 ?
IDE cell inh: -3; CRFR2-BP ag: 0.6; M5 ag: 0; CHRM4 agonist: -1; M4 PAM: 10; CHRM5 PAM: 7; CHRM4 antagonist: 0; M5 antag: 3; CRFR2-BP antag: 1

How did CC(=O)Nc1ccc2nc(N)sc2c1 do in these assays?
IDE cell inh: 1; CRFR2-BP ag: -0.6; M5 ag: -1; CHRM4 agonist: -1; M4 PAM: 12; CHRM5 PAM: 2; CHRM4 antagonist: 8; M5 antag: 0; CRFR2-BP antag: 17

Results for N#C/C(=C\c1ccc(OCCN2CCOCC2)cc1)C(=O)Nc1ccccc1F ?
IDE cell inh: 5; CRFR2-BP ag: -0.2; M5 ag: -2; CHRM4 agonist: 2; M4 PAM: -3; CHRM5 PAM: -4; CHRM4 antagonist: 9; M5 antag: 20; CRFR2-BP antag: -10

What do the screens show for `Cc1ccc(-c2csc(C(O)c3ccc(F)cc3)n2)cc1C` (configuration not stated)?
M5 ag: 0; CHRM4 agonist: 2; M4 PAM: 13; CHRM5 PAM: 5; CHRM4 antagonist: -9; M5 antag: 0

Results for Cc1cccc(C)c1OCC(=O)N/N=C/c1ccncc1 ?
IDE cell inh: 4; CRFR2-BP ag: 5.0; M5 ag: -3; CHRM4 agonist: 1; M4 PAM: -2; CHRM5 PAM: -1; CHRM4 antagonist: -4; M5 antag: 3; CRFR2-BP antag: -23

Results for CCOC(=O)CSc1nc(N)c(C#N)cc1C#N ?
IDE cell inh: 5; CRFR2-BP ag: 0.5; M5 ag: 0; CHRM4 agonist: 1; M4 PAM: -2; CHRM5 PAM: -1; CHRM4 antagonist: -4; M5 antag: -9; CRFR2-BP antag: 6

How did O=C(NNC(=O)c1nc(Cl)ccc1Cl)c1ccc(F)cc1 do in these assays?
IDE cell inh: -3; CRFR2-BP ag: 1.1; M5 ag: -5; CHRM4 agonist: 1; M4 PAM: -2; CHRM5 PAM: -6; CHRM4 antagonist: -5; M5 antag: 11; CRFR2-BP antag: -25

What do the screens show for `COc1ccc(Nc2nnc(-c3ccc(C(=O)NCCO)cc3)c3ccccc23)cc1`?
IDE cell inh: 6; CRFR2-BP ag: -0.5; M5 ag: -3; CHRM4 agonist: 1; M4 PAM: -2; CHRM5 PAM: -8; CHRM4 antagonist: 1; M5 antag: 18; CRFR2-BP antag: 2

Results for CCOc1cc(S(=O)(=O)N(CC)CC)ccc1Br ?
IDE cell inh: 1; CRFR2-BP ag: -3.1; M5 ag: -11; CHRM4 agonist: 0; M4 PAM: 9; CHRM5 PAM: 0; CHRM4 antagonist: -14; M5 antag: 2; CRFR2-BP antag: 17

How did CCCCOc1ccc(OCCNC(=O)C2CCCN2C(=O)Nc2ccccc2)cc1 (configuration not stated) do in these assays?
IDE cell inh: 0; CRFR2-BP ag: -8.6; M5 ag: -2; CHRM4 agonist: 1; M4 PAM: 8; CHRM5 PAM: -2; CHRM4 antagonist: -12; M5 antag: -1; CRFR2-BP antag: -6

What do the screens show for `COc1ccc(Cc2nnc(SCC(=O)NCCc3ccccc3)o2)cc1`?
IDE cell inh: 6; CRFR2-BP ag: -0.2; M5 ag: -2; CHRM4 agonist: 2; M4 PAM: 2; CHRM5 PAM: 3; CHRM4 antagonist: 6; M5 antag: -6; CRFR2-BP antag: 6

How did CCOc1cccc(C(=O)Nc2cnn(Cc3ccccc3)c2)c1 do in these assays?
IDE cell inh: 3; CRFR2-BP ag: -0.8; M5 ag: -5; CHRM4 agonist: -1; M4 PAM: -1; CHRM5 PAM: -4; CHRM4 antagonist: 6; M5 antag: 6; CRFR2-BP antag: 4

What do the screens show for `COc1ccc(C)cc1NC(=O)COC(=O)Cc1ccc(-c2ccccc2)cc1`?
IDE cell inh: 7; CRFR2-BP ag: -2.1; M5 ag: -1; CHRM4 agonist: 1; M4 PAM: 3; CHRM5 PAM: -1; CHRM4 antagonist: -8; M5 antag: -2; CRFR2-BP antag: 8

What do the screens show for `CCn1ncc(C2=NOC(C(=O)Nc3ccc4c(c3)OCO4)C2)c1C` (configuration not stated)?
IDE cell inh: 0; CRFR2-BP ag: -2.0; M5 ag: 10; CHRM4 agonist: 10; M4 PAM: -9; CHRM5 PAM: -9; CHRM4 antagonist: -3; M5 antag: 1; CRFR2-BP antag: 21

How did Cc1ccc2c(c1)N(CC(=O)N1CCC(O)CC1)C(=O)CO2 do in these assays?
CRFR2-BP ag: -0.4; M5 ag: 3; CHRM4 agonist: 0; M4 PAM: 3; CHRM5 PAM: 15; CHRM4 antagonist: -1; M5 antag: -2; CRFR2-BP antag: 5

Results for O=C(O)c1ccc(COc2ccc3ccccc3c2/C=C2/NC(=O)N(Cc3ccc(F)cc3)C2=O)cc1 ?
CRFR2-BP ag: 1.2; M5 ag: -4; CHRM4 agonist: 1; M4 PAM: 2; CHRM5 PAM: 0; CHRM4 antagonist: -1; M5 antag: 11; CRFR2-BP antag: 31

How did CCc1nc2ccccc2c(NC(=O)CN2CC(C)CC(C)C2)c1C (configuration not stated) do in these assays?
IDE cell inh: 4; CRFR2-BP ag: -2.5; M5 ag: -6; CHRM4 agonist: 2; M4 PAM: -4; CHRM5 PAM: -10; CHRM4 antagonist: -14; M5 antag: -5; CRFR2-BP antag: -6

How did COc1ccccc1NC(=O)C1CCN(S(=O)(=O)c2cccc3nonc23)CC1 do in these assays?
IDE cell inh: -1; CRFR2-BP ag: -1.8; M5 ag: -2; CHRM4 agonist: 0; M4 PAM: -1; CHRM5 PAM: 1; CHRM4 antagonist: -9; M5 antag: 12; CRFR2-BP antag: -11

Results for O=C1CCC/C1=C\Nc1ccc(Cl)c([N+](=O)[O-])c1 ?
IDE cell inh: 8; CRFR2-BP ag: -0.4; M5 ag: 6; CHRM4 agonist: 5; M4 PAM: -6; CHRM5 PAM: 0; CHRM4 antagonist: -1; M5 antag: 5; CRFR2-BP antag: -7

How did O=C(Cn1c(C(F)(F)F)nc2ccccc21)c1ccc(F)cc1 do in these assays?
IDE cell inh: 6; CRFR2-BP ag: -0.3; M5 ag: -6; CHRM4 agonist: 1; M4 PAM: -4; CHRM5 PAM: -3; CHRM4 antagonist: 11; M5 antag: -11; CRFR2-BP antag: 2

How did CC(C)(C)C(=O)N1CCN(c2ncnc3scc(-c4ccccc4)c23)CC1 do in these assays?
IDE cell inh: 7; CRFR2-BP ag: -3.6; M5 ag: -6; CHRM4 agonist: 1; M4 PAM: -3; CHRM5 PAM: -4; CHRM4 antagonist: 4; M5 antag: 1; CRFR2-BP antag: -13

What do the screens show for `O=C(O)CCSc1nc2ccccc2n1CCOc1ccccc1`?
IDE cell inh: -3; CRFR2-BP ag: -0.9; M5 ag: 2; CHRM4 agonist: 4; M4 PAM: 2; CHRM5 PAM: 10; CHRM4 antagonist: 2; M5 antag: 5; CRFR2-BP antag: -1

How did COc1cccc(C(C)(O)c2nc(-c3ccc(F)c(Cl)c3)cs2)c1 (configuration not stated) do in these assays?
M5 ag: 3; CHRM4 agonist: 4; M4 PAM: 1; CHRM5 PAM: -5; CHRM4 antagonist: 6; M5 antag: 4

What do the screens show for `CCOC(=O)N1CCC(n2c(SCC(=O)Nc3nccs3)nc3ccsc3c2=O)CC1`?
IDE cell inh: 7; CRFR2-BP ag: 1.6; M5 ag: 2; CHRM4 agonist: 1; M4 PAM: 6; CHRM5 PAM: -4; CHRM4 antagonist: -6; M5 antag: -5; CRFR2-BP antag: -22

What do the screens show for `O=C(CNC(=O)C12CC3CC(CC(C3)C1)C2)N/N=C\c1ccco1`?
IDE cell inh: -4; CRFR2-BP ag: -0.8; M5 ag: -3; CHRM4 agonist: 0; M4 PAM: 6; CHRM5 PAM: 1; CHRM4 antagonist: -11; M5 antag: 9; CRFR2-BP antag: -2

What do the screens show for `O=C(CN1C(=O)S/C(=C\c2cc(Cl)c(O)c(Cl)c2)C1=O)Nc1ccccc1`?
IDE cell inh: 21*; CRFR2-BP ag: 12; M5 ag: 2; CHRM4 agonist: 0; M4 PAM: 0; CHRM5 PAM: 6; CHRM4 antagonist: 5; M5 antag: 1; CRFR2-BP antag: -20

What do the screens show for `CC1(C(=O)NS(=O)(=O)c2ccccc2)CCN1C(=O)Cc1cc(F)ccc1F` (configuration not stated)?
M5 ag: 0; CHRM4 agonist: 0; M4 PAM: 0; CHRM5 PAM: -1; CHRM4 antagonist: 6; M5 antag: 6

What do the screens show for `O=C(Nc1cccc(Cl)c1)Nn1cnnc1`?
IDE cell inh: 0; CRFR2-BP ag: 5.5; M5 ag: 1; CHRM4 agonist: 2; M4 PAM: 6; CHRM5 PAM: 3; CHRM4 antagonist: -14; M5 antag: 1; CRFR2-BP antag: -9

How did COC(=O)CCC(=O)OC1(C)C(=O)C=C2C=C(C3CC3)N(c3cccc(C#N)c3)C=C2C1=O (configuration not stated) do in these assays?
IDE cell inh: 1; CRFR2-BP ag: 0.4; M5 ag: 1; CHRM4 agonist: 3; M4 PAM: 12; CHRM5 PAM: 1; CHRM4 antagonist: -15; M5 antag: 2; CRFR2-BP antag: 9

Results for O=C(Nc1cccnc1)c1cc(-c2ccc(F)cc2)on1 ?
IDE cell inh: 2; CRFR2-BP ag: 0.8; M5 ag: 4; CHRM4 agonist: 2; M4 PAM: -1; CHRM5 PAM: 0; CHRM4 antagonist: -10; M5 antag: -7; CRFR2-BP antag: 1

Results for O=C(CSc1ccc(Br)cc1)N1CCOCC1 ?
IDE cell inh: -4; CRFR2-BP ag: 0.2; M5 ag: -2; CHRM4 agonist: 1; M4 PAM: 5; CHRM5 PAM: 3; CHRM4 antagonist: -12; M5 antag: 3; CRFR2-BP antag: -3

How did CC(Nc1oc(-c2ccco2)nc1C#N)c1ccccc1 (configuration not stated) do in these assays?
IDE cell inh: 4; CRFR2-BP ag: -2.2; M5 ag: -2; CHRM4 agonist: 0; M4 PAM: -1; CHRM5 PAM: 0; CHRM4 antagonist: 10; M5 antag: 5; CRFR2-BP antag: 34

How did CC(Oc1cccc(Cl)c1)C(=O)Nc1nc(-c2ccccn2)cs1 (configuration not stated) do in these assays?
IDE cell inh: 6; CRFR2-BP ag: -1.9; M5 ag: 4; CHRM4 agonist: 15; M4 PAM: -8; CHRM5 PAM: -14; CHRM4 antagonist: -4; M5 antag: 11; CRFR2-BP antag: -1

Source: PubChem
